# SNCA expr inhib = inhibitors of alpha-synuclein (SNCA) gene expression | Potency, µM (highest dose often 57.2 µM), for inactives: at the top dose activity change, negative = inhibition, usual class: inhibitors | actives 0.17% (n = 140,000) | HEK-293 SNCA-luciferase knock-in, luminescence, 24 h | AID 1671194;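 also: potency is read from the fitted curve at half-maximal effect; plate controls were DMSO cells for no effect and cell-free wells for full effect; nearly all actives have a fitted effect of over 45% in size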
# GPT2 inhibitor = inhibitors of human GPT2 alanine aminotransferase. AID 1671188. actives 0.25% (n = 100,000). Recombinant GPT2, coupled pyruvate oxidase/HRP Amplex Red fluorescence. Potency, µM (series often up to 57.7 µM), for the others: at the top dose activity change, negative = inhibition, actives largely listed as inhibitors; also: potency is read from the fitted curve at half-maximal effect; nearly all actives have a fitted effect of over 60% in size; many of its hits are not listed in these tables
# Target sequence (Q8TD30 whole entry, looked up): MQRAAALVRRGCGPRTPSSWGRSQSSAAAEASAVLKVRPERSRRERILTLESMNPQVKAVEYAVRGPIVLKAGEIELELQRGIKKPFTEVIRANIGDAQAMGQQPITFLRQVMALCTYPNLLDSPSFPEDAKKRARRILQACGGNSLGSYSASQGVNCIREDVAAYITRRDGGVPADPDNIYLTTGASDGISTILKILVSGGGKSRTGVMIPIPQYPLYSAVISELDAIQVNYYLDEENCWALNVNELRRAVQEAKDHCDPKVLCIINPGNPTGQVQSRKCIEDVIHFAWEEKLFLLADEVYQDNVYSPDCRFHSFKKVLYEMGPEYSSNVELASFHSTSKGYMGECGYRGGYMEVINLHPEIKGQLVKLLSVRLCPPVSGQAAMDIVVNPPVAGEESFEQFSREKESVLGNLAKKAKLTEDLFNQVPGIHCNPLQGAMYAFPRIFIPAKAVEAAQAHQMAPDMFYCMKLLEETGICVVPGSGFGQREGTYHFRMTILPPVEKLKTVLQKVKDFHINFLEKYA
#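 Fluorescence of coupled pyruvate oxidase/HRP/Amplex Red system (50uM Amplex, 30 min, dark) reports pyruvate formed by GPT2. Enzyme reaction: 10ng/uL GPT2, 2mM L-alanine, 250uM a-KG, 30 min room temperature, pH 7.5; 50uM AOA control.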
# Luciferase inh = blocks purified firefly luciferase enzyme activity; actives 2.5% (n = 76,000); Potency, µM (series often up to 115 µM), for inactives: at the top dose activity change, negative = inhibition, hits mostly inhibitors; P08659; purified P. pyralis luciferase, luminescence, biochemical; also: potency is read from the fitted curve at half-maximal effect; nearly all actives have a fitted effect of over 65% in size
# Target sequence (P08659 whole entry, looked up): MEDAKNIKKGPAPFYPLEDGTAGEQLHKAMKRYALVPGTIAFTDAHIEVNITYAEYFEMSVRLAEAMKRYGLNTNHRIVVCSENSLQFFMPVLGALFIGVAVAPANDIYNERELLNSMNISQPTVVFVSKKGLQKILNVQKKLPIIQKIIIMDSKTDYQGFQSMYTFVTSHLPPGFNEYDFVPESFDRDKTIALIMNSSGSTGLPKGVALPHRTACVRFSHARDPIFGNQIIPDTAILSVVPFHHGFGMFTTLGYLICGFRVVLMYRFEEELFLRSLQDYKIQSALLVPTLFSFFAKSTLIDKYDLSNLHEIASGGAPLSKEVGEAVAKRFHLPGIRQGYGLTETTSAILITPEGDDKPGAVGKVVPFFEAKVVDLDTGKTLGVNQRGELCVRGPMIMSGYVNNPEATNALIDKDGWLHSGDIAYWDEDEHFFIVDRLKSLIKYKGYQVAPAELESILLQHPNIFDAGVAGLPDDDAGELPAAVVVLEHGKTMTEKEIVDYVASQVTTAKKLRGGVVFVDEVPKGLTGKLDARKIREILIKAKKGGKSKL
#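 Purified P. pyralis luciferase (10nM final) in 50mM Tris acetate pH 7.5, 10mM Mg acetate, 0.01% Tween-20, 0.05% BSA with 10uM D-luciferin and 10uM ATP. Compounds titrated qHTS. Luminescence imaged on CCD.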
# HEK cytotox = kills HEK 293 cells. Potency, µM (top dose mostly 115 µM), for the others: at the top dose activity change, negative = cytotoxicity, actives largely listed as inhibitors. AID 1345083. HEK 293 viability, ATP luminescence (CellTiter-Glo), 48-72 h. actives 6.6% (n = 94,000); also: potency is read from the fitted curve at half-maximal effect; nearly all actives have a fitted effect of over 60% in size
#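 ATP-coupled CellTiter-Glo luminescence served as viability read-out, recorded 10 min after reagent addition at room temperature. HEK 293 cells, 250 cells/well, had been incubated with pintool-transferred compound for 48 or 72 hr at 37 degree Celsius.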
# SNCA viab count = cell viability loss counter-screen | AID 1671193 | Potency, µM (series often up to 57.1 µM), for inactives: at the top dose activity change, negative = cytotoxicity, actives largely listed as cytotoxic | HEK-293-SNCA-luc viability, GF-AFC fluorescence, 24 h | actives 0.12% (n = 150,000);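 also: potency is read from the fitted curve at half-maximal effect; 0% = DMSO-treated cells and -100% = medium-only wells without cells; nearly all actives have a fitted effect of over 30% in size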
#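 Cytotoxicity counterscreen: after 24 h compound treatment of genome-edited SNCA-luciferase HEK-293 cells, live-cell protease substrate GF-AFC read by fluorescence after 30 min; activity scaled between DMSO (0%) and medium-only (-100%), curves Hill-fitted.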
# 3T3 cytotox = NIH 3T3 cell cytotoxicity; NIH 3T3 viability, CellTiter-Glo ATP luminescence, 48-72 h; Potency, µM (highest dose often 96.7 µM), inactives show at the highest dose activity change, negative = cytotoxicity, actives largely listed as inhibitors; actives 4.3% (n = 94,000); AID 1345082; also: potency is read from the fitted curve at half-maximal effect; nearly all actives have a fitted effect of over 55% in size
#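 First NIH 3T3 cells are plated at 400 cells/well; next compound is pinned in; then plates incubate 48 or 72 hr at 37 °C; finally CellTiter-Glo is added and luminescence read after 10 min.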
# IP6K1 inh = inhibitors of human IP6K1. Q92551. IP6K1 kinase, ADP-Glo luminescence, 2 h; active compounds read low. activity change, % (series mostly up to about 58 µM). actives 0.81% (n = 140,000). AID 1645851; in the data active = activity change below about -25%
#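 ADP-Glo luminescence measures ADP made by human IP6K1 during a 2 h RT reaction with ATP/IP6 (mix at 1.3 mM/130 uM); top library doses 57.5 and 19.1 uM final.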
# The depositor's hits bear a star; i = inactive; ? = inconclusive; . = not tested or not shown; & = joins results of further samples; [ ] = dose if it differs, or a comment. Unless noted, calls follow the shape of the dose curve; as a rule, active = well fitted curve in the direction sought with a large enough effect; inconclusive = small, poorly fitted or top-dose-only effect, or another doubt; inactive = no such curve, though single readings can be large; an effect the other way counts as inactive or inconclusive. Unless noted, % is scaled to controls: 0 for no effect and ±100 for the full control effect. An excerpt, so the mix of outcomes need not match the whole.
# Value order – SNCA viab count	IP6K1 inh	Luciferase inh	GPT2 inhibitor	3T3 cytotox	SNCA expr inhib	HEK cytotox
Cc1ccc(C(=O)N2CCC3(CC2)CC(N(Cc2ccccc2)C2CC2)CCO3)cn1 (stereo not drawn)
  6%	4	-13%	i	?	0%	?
O=C(c1ccccc1F)N1CCn2c(nnc2-c2ccncc2)C1
  5%	-6	.	?	i	-10%	i
COC(=O)[C@@H](Cc1cccnc1)NC(=O)[C@H]1CN(C(C)=O)CCN1C(C)=O
  2%[87.6 µM]	13	3%[172 µM]	-6%[88.5 µM]	-1%[138 µM]	4%[87.6 µM]	-6%[172 µM]
CC(C)NC(=O)C1CCN(c2nc3ncccc3o2)CC1
  -8%[87.6 µM]	1	.	i	-1%[138 µM]	12%[87.6 µM]	3%[172 µM]
O=C1CC2(CCN(Cc3ccc(F)cc3)CC2)Oc2cc(Cl)ccc21
  2%[87.6 µM]	-1	-14%[172 µM]	i	?	?	?
COCCc1noc(C2Cc3ccccc3N2C(=O)CCc2cccc(OC)c2)n1 (stereo not drawn)
  -7%	0	.	4%	?	17%	?
O=C(NCc1cccc(F)c1)c1nc2cccnc2n(Cc2ccccc2)c1=O
  3%	15	.	2%	?	-10%	?
CCOC(=O)c1ccc(Nc2c(-c3ccc(O)c(OC)c3)nc3nc[nH]n23)cc1
  -21%	-13	.	.	.	143%[activator]	.
COc1ccc(NC(=O)C2CCCN(S(=O)(=O)c3ccc4c(c3)CCCC(=O)N4)C2)c(OC)c1 (stereo not drawn)
  0%	-4	.	.	.	0%	.
CC(=O)N(C)Cc1cccc(C(F)(F)F)c1
  -4%[87.6 µM]	-7	-2%[230 µM]	i	-9%[174 µM]	16%[87.6 µM]	3%[230 µM]
COc1ccccc1-n1nc(-c2ccccc2)c2cnc3cc(C(F)(F)F)ccc3c21
  -9%	18	.	.	.	0%	.
CC(C)=CCCC1(C)Oc2cc3c(c4c2C2C(O4)C(C)(O)CCC21)CN(C(CCC(=O)O)C(=O)O)C3=O (stereo not drawn)
  -22%[23.9 µM]	3	.	-8%[27.3 µM]	.	.	.
O=C(CCc1ccccc1)N1CCC(Cc2nncn2-c2ccccc2)C1 (stereo not drawn)
  3%	18	2%	i	-26%	-6%	-2%
CCC(C(=O)N1CCC2(CC1)C(=O)N(CC(=O)NCC(C)C)CN2c1ccccc1)c1ccccc1 (stereo not drawn)
  -5%	-9	-9%	?	?	-1%	?
CCCCN1C(=O)[C@@H]2C[C@@H](O)CN2C2(CN(C3CCN(C)CC3)C2)C1=O
  1%[87.6 µM]	14	-1%[172 µM]	i	i	?	i
CC(C)(C)OC(=O)N1CCC(c2c(C(=O)NCCN3CCC(Cc4ccccc4)CC3)cnn2-c2cccc(Cl)c2)CC1
  ?	9	.	.	.	?	.
CCc1nn(CC(=O)N2CCC(C)CC2)c(=O)c2cc3occc3n12
  -19%	19	.	.	.	0%	.
O=C(c1ccc(F)cc1)N1CCC(c2nc3ccccc3s2)CC1
  2%	-23	.	.	.	6%	.
CCc1cnc(C)nc1N1CCC(Oc2ccc3ccccc3c2)(C(=O)O)CC1
  5%	2	0%	i	-16%	7%	-5%
Cc1ccc(C2Cn3nnc(C(=O)N4CCC(C(=O)Nc5cc(F)cc(F)c5)CC4)c3CO2)cc1 (stereo not drawn)
  -2%	0	28µM*	3%	i	82%[activator]	-6%
Cc1ccc(CNC(=O)CCCn2c(=O)c3ccccc3n(CC(=O)Nc3ccc(C)cc3)c2=O)cc1
  5%	12	.	.	.	?	.
COC(=O)c1cc(NC(=O)c2ccc3c(c2)N(Cc2cccc(Cl)c2)C(=O)c2ccccc2S3=O)cc(C(=O)OC)c1 (stereo not drawn)
  -3%	-11	.	.	.	3%	.
O=C(NC1CCN(c2cc(C(F)(F)F)ncn2)CC1)c1cccs1
  -7%	5	-1%	i	-15%	-19%	-16%
Cc1ccc2cccc(OCCNC(=O)C3NCCc4[nH]cnc43)c2n1 (stereo not drawn)
  3%	-11	3%	-4%[11.5 µM]	-5%	18%	0%
Cn1ncc2c(C(=O)NCc3ccc(C(F)(F)F)cc3)cc(-c3cccc(F)c3)nc21
  .	1	.	.	45µM*	.	?
CCn1cc(C(=O)NCCc2ccc(OC)c(OC)c2)c(=O)c2cc(S(=O)(=O)N3CCCCCC3)ccc21
  19%	11	.	.	.	2%	.
COc1ccc(-c2cccc(C(=O)N3CCN(C(=O)Nc4ccc(Cl)cc4)CC3)c2)nn1
  .	-2	.	.	?	.	?
Cc1cc(S(=O)(=O)N[C@@H]2CN(C)C[C@H]2CN(C)C)ccc1Cl
  17%	7	0%	i	-31%	-9%	?
CC(C)NC(=O)C[C@@H]1C[C@H]2O[C@H](CNC3CCOCC3)[C@@H](O)[C@H]2O1
  4%[87.6 µM]	-18	-7%[172 µM]	1%[88.5 µM]	-1%[174 µM]	22%[87.6 µM]	i
Cc1cnc(CCNC(=O)c2cnccn2)n1CC1CC1
  16%	-5	6%	-2%	-2%	3%	i
COc1ccc(-c2cn3cccnc3n2)cc1NC(=O)Cc1ccccc1
  -2%	28	.	.	.	22%	.
COc1cccc(S(=O)(=O)N2CC(F)(F)C[C@H]2c2nnc(C)o2)c1
  -13%	2	-14%	i	?	5%	-20%
COCC(=O)N[C@@H]1CN(Cc2ccccc2OC(C)C)C[C@H]1CO
  3%	1	-5%	3%	4%	-27%	i
Cc1nnc2c(N3CCN(c4ccccc4F)CC3)nc3ccccc3n12
  -5%	3	.	.	.	3%	.
O=C(C1CCCC1)N1CC2(CCN(C3CCCCC3)CC2)Cc2ccccc21
  -28%	-1	.	-4%	?	-22%	?
CN1CCC(=C2c3ccccc3C=Cc3ccccc32)CC1
  6%	13	.	1%&-10%&2%	.	-23%	.
CCn1cc2nc(SCc3c(F)cccc3Cl)n(CCc3ccccc3)c(=O)c2n1
  -15%	-7	.	.	.	?	.
C=C1CC2C3(C)C(O)CC(=O)C(C)(C)C3C(O)C(OC(C)=O)C2(C)C2C(=O)OC(C)(C(=O)OC)C(=O)C12C (stereo not drawn)
  -7%[23.9 µM]	12	.	i	.	.	.
CC(C)NC(=O)N(C)CC1CCOCC1
  ?	5	2%	i	0%	-15%	-6%
COc1ccccc1CN1CCNc2cnc(-c3ccccc3)cc2C1
  -11%[87.6 µM]	-20	2%[172 µM]	-3%[88.5 µM]	?	-6%[87.6 µM]	79µM*
COc1ccc(-c2cc(NCc3ccc(F)cc3)n3cnnc3n2)cc1
  1%	-14	.	.	.	0%	.
CCN(C1CCOCC1)C1CN(C(=O)c2ccsc2)C1
  ?	-18	0%	-2%	-13%	-1%	-26%
Oc1c(C(c2ccc(Cl)cc2Cl)N2CCN(c3ccccc3)CC2)sc2nc(-c3ccco3)nn12 (stereo not drawn)
  10%	1	.	.	.	-6%	.
CC(C)c1cnc2c(c1SCC(=O)Nc1ccccc1C(F)(F)F)c(=O)n(C)c(=O)n2C
  1%	-7	.	.	.	-3%	.
O=C(NC1CC1)c1ccc2cc[nH]c2n1
  -5%[87.6 µM]	7	.	1%[88.5 µM]	5%[174 µM]	44%[activator][87.6 µM]	i
CCN(CC)C(=O)Cn1c(=O)n(Cc2ccc(C(=O)NCc3ccccc3Cl)cc2)c(=O)c2ccccc21
  -6%	-12	.	.	.	?	.
Cc1nn(C(C)(C)C)c(OC(=O)C(C)(C)C)c1Sc1ccccc1
  9%	-3	.	.	.	25%	.
OCCCn1cnc(-c2ccccc2)c1COCc1ccccc1
  -7%	14	0%	1%	-21%	-6%	?
O=C(c1ccc(Cl)cc1)N1CCCC(n2cc(-c3nc(-c4ccccc4)no3)nn2)C1 (stereo not drawn)
  ?	5	-30%	i	?	24%	35µM*
CC(C)[S+](=O)([O-])NCCNC(=O)c1cccc(-c2ccsc2)c1
  5%[12.5 µM]	7	.	-2%	-23%	5%	?
CN(C)C(=O)[C@@H]1CCCN1c1nccc(Nc2ccccc2Cl)n1
  1%[12.5 µM]	7	.	-4%[88.5 µM]	-35%[138 µM]	7%[87.6 µM]	?
Cc1ocnc1C(=O)N1CCC2(CC1)c1nc[nH]c1CCN2S(C)(=O)=O
  -4%	17	1%	4%[11.5 µM]	i	-23%	1%
Cc1[nH]ncc1CNC(=O)CCc1ccc2c(c1)CN(C(=O)NC(C)C)CCO2
  5%[12.5 µM]	-3	0%	-7%	1%	-19%	1%
Cn1ncc2c(C(=O)NC3CCN(Cc4ccccc4)CC3)cc(-c3ccc(C(F)(F)F)cc3)nc21
  .	-11	.	.	-21%	.	-2%
COC(=O)N1CCn2c(nnc2-c2ccc(OC)cc2)C1
  4%[87.6 µM]	-3	-7%[172 µM]	i	-12%[138 µM]	22%[87.6 µM]	?
Cc1n[nH]c(C)c1C(N)C(=O)NCCN1CCCC1 (stereo not drawn)
  -15%	20	2%	-7%[11.5 µM]	-4%	-4%	3%
Cc1ccccc1C(=O)NCc1ccc2c(c1)CCN2C(=O)c1ccc(F)cc1
  1%	-3	.	.	.	-18%	.
c1ccc(-c2cnc(Nc3ccc(N4CCOCC4)cc3)c3c2CCO3)nc1
  1%[87.6 µM]	-8	?	-2%[88.5 µM]	-23%[138 µM]	20%[87.6 µM]	?
Cc1c(C(=O)N2CCCCCC2)c(S(=O)(=O)NCc2ccc(Br)cc2)c(C)n1C
  -15%	-8	.	.	.	11%	.
CN(C)c1ccc(CN2CCC3(CC2)C(C(=O)O)CC(=O)N3C)cn1 (stereo not drawn)
  1%	9	1%	i	i	2%	-9%

# Continuation.
# Value order – SNCA viab count	IP6K1 inh	Luciferase inh	GPT2 inhibitor	3T3 cytotox	SNCA expr inhib	HEK cytotox
COCCNC(=O)C1COC2(CCC(C)CC2)N1C(=O)c1cccc([N+](=O)[O-])c1 (stereo not drawn)
  9%	2	-8%	-27%	-9%	?	-23%
FC(F)(F)c1ccc2nc([C@H]3CCN(Cc4ccc(Cl)cc4)C3)[nH]c2c1
  ?	-10	?	2%[88.5 µM]	?	?	22µM*
COc1ccc(C(=O)N[C@@H]2CN(C3CCOCC3)C[C@H]2CN(C)C)c(C)c1
  1%	-2	14%	4%	i	-3%	?
O=C(Cn1nc2c(cc1=O)CCCCC2)NCC1CCOCC1
  -6%	11	0%	-8%	i	?	1%

# Quoted from the entries so far for reference:
# Value order – SNCA viab count	IP6K1 inh	Luciferase inh	GPT2 inhibitor	3T3 cytotox	SNCA expr inhib	HEK cytotox
CN(C)c1ccc(CN2CCC3(CC2)C(C(=O)O)CC(=O)N3C)cn1 (stereo not drawn)
  1%	9	1%	i	i	2%	-9%
COCCNC(=O)C1COC2(CCC(C)CC2)N1C(=O)c1cccc([N+](=O)[O-])c1 (stereo not drawn)
  9%	2	-8%	-27%	-9%	?	-23%

# Source: PubChem (National Center for Advancing Translational Sciences (NCATS))
